TNAP activators – human TNAP enzyme activators, primary screen, biochemical, luminescent, no phosphate acceptor, uHTS (AID 1001); purified TNAP, luminescent activation assay, no phosphate acceptor; higher activation fold means a stronger effect; activation fold at 20 µM; hits with a dose series show EC50 in µM; 200,000 compounds, 0.03% hits; in the data active = activation fold from about 3, or a potency from the dose series; inactive = the rest, 99 in 100 with activation fold below about 1.6; note: many of its hits are not listed in these tables
M1AAP inhibition – P. falciparum M1AAP inhibitors, biochemical, fluorogenic H-Leu-NHMec substrate, 1536-well (AID 1445); one-dose inhibition, % at 30 µM; IC50 in µM for titrated hits; 220,000 compounds, 0.42% hits; recombinant M1AAP, H-Leu-NHMec fluorogenic kinetic assay; higher % means a stronger effect;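 active = primary inhibition above the hit cutoff, then over 50% inhibition at one or more dose response concentrations, cut at about 23% in these data, passing the limit was not always enough; inconclusive = conflicting primary data, or primary hits not chosen for dose response; inactive = low primary inhibition, or under 50% at every dose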;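 note: plate controls were DMSO full reaction for no effect and no enzyme background for full effect; strong numbers were not always called active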
Myeloid diff 2 – promotes myeloid progenitor differentiation; ER-HoxA9 myeloid progenitors, lysozyme-GFP differentiation, flow cytometry; 360,000 compounds, 1% hits; calls only at 10 µM;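 active = normalized GFP-positive differentiation at or above the plate's own cutoff, the solvent-only control mean plus 3 SD; inconclusive = no clear call, values can overlap the other calls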;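 note: cells exposed to compound for four days before flow analysis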
K1F lysis inhibition – inhibition of K1F phage lysis, E. coli UTI89, bacterial capsule biogenesis inhibitors, alamar blue (AID 488966); E. coli UTI89 K1F phage lysis, alamar blue, 2 h; higher % means a stronger effect; inhibition, % at 100 µM; hits with a dose series show IC50 in µM; 340,000 compounds, 0.02% hits;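 active = phage lysis inhibition, versus mean bacterial control, above a set limit; inconclusive = no clear call, values can overlap the other calls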;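 note: capsule biogenesis inhibitors block K1F phage lysis so surviving cells raise fluorescence; higher fluorescence means more inhibition of phage lysis; actives were called in the ten point dose series up to 300 µM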
Lipid droplet – hepatic lipid droplet formation modulation. AML12 mouse hepatocytes, oleate lipid droplets, BODIPY imaging. inhibition, % at 6.5 µM. 240,000 compounds, 0.4% hits;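 active = lipid droplet intensity inhibited by at least 50%, with more than 500 cells counted; inconclusive = wells with under 300 cells, treated as cytotoxic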
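Assay system: AML12 mouse liver cells | Compound dosing: One dose, 6.5 µM compound | Read-out basis: Droplet intensity reduction, % inhibition | Measured by: Fluorescence imaging, 20x objective, two fields per well | Schedule: Overnight treatment with compound plus oleate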
PMI inhibitors – MPI enzyme activity inhibition – biochemical, fluorescence intensity, coupled assay, primary screen (AID 1209); 190,000 compounds, 0.42% hits; one-dose inhibition, % at 20 µM; IC50 in µM for titrated hits; purified PMI enzyme, coupled fluorescence intensity; higher % means a stronger effect;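 note: plate controls were DMSO vehicle for no effect and wells lacking substrate for full effect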
WT yeast gro inh – growth inhibition of WT yeast, mitochondrial fusion screen; 190,000 compounds, 2.1% hits; inhibition, % at 10 µM; mitochondrial fusion phenotypic screen, WT strain; in the data active = inhibition above about 58%; tested in S. cerevisiae
CSM14.1 death rescue – rescue of cells from ER stress-induced death, primary screen, 384-well, CSM14.1, thapsigargin, ATP luminescence (AID 1222). CSM14.1 thapsigargin-induced death rescue, ATP luminescence; higher % means a stronger effect. one-dose cellular ATP content (survival), % at 20 µM; EC50 in µM for titrated hits. 190,000 tested, under 10 active;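 active = EC50 below 50 µM in the dose-response confirmation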;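 note: death triggered by thapsigargin at about 15 µM added after 2 h compound pretreatment; cell ATP read after overnight thapsigargin exposure of roughly 18 to 22 hours; normalized against plate controls of thapsigargin alone and 5% DMSO vehicle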
human PMI inhibitors – MPI inhibition at elevated mannose 6-phosphate – biochemical, fluorescence intensity, high mannose 6-phosphate, primary screen (AID 1220); recombinant PMI enzyme, coupled fluorescence intensity; higher % means a stronger effect; one-dose inhibition, % at 20 µM; IC50 in µM for titrated hits; 190,000 compounds, 0.66% hits
WT yeast gro inh mutant strain – recorded beside WT yeast gro inh, whose call it bears; inhibition, %; mitochondrial fusion phenotypic screen, mutant strain inhibition
Lipid droplet cells 6.5 µM – further read-out of Lipid droplet, marked with its call; cell count; measured here: cell count, cytotoxicity flag;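 cells counted across two imaged fields per well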
Myeloid diff 2 GFP+ MAC1+ % – also measured in Myeloid diff 2; calls as there; GFP+ MAC1+ double positive, %; measured here: differentiation confirmed by MAC1 staining
An asterisk follows results filed as active; i = inactive; ? = inconclusive; . = no result given; [ ] = dose if it differs, or a comment. Cut-off read from the data, not from the text of the source, unless noted: active = inhibition above about 50%; inactive = the rest. This is a random part of the collection; any-hit rate near 4.6%.

SMILES	TNAP activators	M1AAP inhibition	Myeloid diff 2	Myeloid diff 2 GFP+ MAC1+ %	K1F lysis inhibition	Lipid droplet	Lipid droplet cells 6.5 µM	PMI inhibitors	WT yeast gro inh	WT yeast gro inh mutant strain	CSM14.1 death rescue	human PMI inhibitors
CCC(C)[C@H](NC(=O)NCc1ccc(S(N)(=O)=O)cc1)C(=O)OC (stereo partly specified)	1.1	7%	i	0.7	0.0%	17	719	-10%	-1	7	-1.9%	-13%
COc1cccc(C(=O)Nc2ccc(C(=O)O)cc2)c1	1.1	-10%	i	1.3	0.3%	.	.	-5%	-1	-9	-2.3%	-7%
O=C(O)C1CCC(Cn2c(SCc3cc(=O)n4cc(Cl)ccc4n3)nc3ccsc3c2=O)CC1 (stereo unspecified)	1.1	7%	i	0.2	0.5%	0	751	-7%	-2	5	-0.5%	-8%
O=C1C2CC=C(Cl)CC2C(=O)N1CC1OCCc2ccccc21 (stereo unspecified)	1	10%	i	1.1	3.7%	1	776	-11%	6	4	-2.7%	-14%
COc1cccc(NC(=O)CNC(=O)c2cccs2)c1	1.2	8%	i	1.3	0.1%	-5	721	0%	-2	-10	.	1%
C=CCSc1nc(C)c(CCCC)c(=O)[nH]1	1.1	2%	i	0.9	-0.4%	-10	746	-1%	-7	4	0.3%	6%
CCCc1cc(=O)[nH]c(SCC(=O)N(C)CC(=O)Nc2ccccc2CC)n1	1.1	4%	i	0.7	-0.1%	.	.	1%	-8	-9	1.6%	0%
COC(=O)/C=C(\C)NC(=O)c1ccc(F)cc1	1.1	2%	.	.	0.3%	0	719	24%	16	-2	-0.4%	12%
Cc1ccc(CNC(=O)COC(=O)CSc2cc(C)c(Br)cc2C)cc1	1.1	6%	i	0.3	0.9%[50 µM]	-1	689	11%	3	-6	-2.1%	9%
COCc1nnc(NC(=O)c2ccccc2[N+](=O)[O-])s1	1.1	9%	i	0.1	3.9%	6	701	-4%	-14	10	6.3%	-1%
Nc1ccc(-n2nc(C(F)(F)F)cc2C(F)(F)F)cc1	.	5%	i	0.6	1.1%	-10	694	.	.	.	.	.
COc1cc(/C=N/NC(=O)C(=O)NCc2cccnc2)cc(OC)c1OC	1.1	3%	i	0.4	3.1%	-9	635	9%	-3	4	-2.3%	-5%
O=C(Nc1nnc(-c2ccco2)o1)c1ccc(Cl)cc1	1.2	-12%	i	0.6	1.3%	20	688	-28%	65*	65*	0.4%	-4%
COC(=O)c1cccc(NS(=O)(=O)c2ccc(NC(C)=O)cc2)c1C	1.1	-2%	i	1.2	-0.2%	.	.	-4%	5	-9	-0.1%	-10%
COCCN1C(=O)C(=O)/C(=C(/O)c2cccc(S(=O)(=O)N(C)C)c2)C12C(=O)N(C)c1ccccc12 (stereo unspecified)	1	12%	i	0.5	0.6%	5	676	-7%	-1	1	-0.8%	-21%
C/C(=N\NC(=O)c1cccnc1)c1c(O)cc(C)oc1=O	1	2%	i	0.8	1.6%[50 µM]	-1	692	-12%	3	-8	-3.3%	-6%
Fc1ccc(NC(=S)N2CCCN(c3ccc(C(F)(F)F)cn3)CC2)c(F)c1	.	5%	i	0.7	2.3%	-53	697	.	.	.	.	.
Cc1ccc(C(=O)N/C(=C\c2ccccc2)C(=O)NCCCn2ccnc2)cc1	1	-1%	i	0.3	-0.3%	-10	745	-3%	-2	-9	0.1%	-6%
Cc1cc(C)n(-c2ccc(C(=O)OCC(=O)Nc3ccc(Cl)cc3[N+](=O)[O-])cc2)n1	1.8	-1%	i	0.2	0.4%	-5	693	8%	-4	4	-2.6%	2%
COc1ccc(C2Nc3ccccc3C(=O)N2c2ccc(F)cc2)cc1Cn1nnc2ccccc21 (stereo unspecified)	1.1	5%	i	2.0	0.4%[50 µM]	-5	713	13%	6	2	0.5%	1%
Cc1sc2ncnc(SCC(=O)N3CCC(c4noc5ccc(F)cc45)CC3)c2c1C	1.1	1%	i	2.6	8.4%	7	798	4%	20	-3	-0.7%	2%
CCOC(=O)c1cc(OC(=O)c2cccc([N+](=O)[O-])c2)n(-c2ccccc2)n1	1.1	1%	i	3.9	-1.7%	-4	747	-1%	-12	-5	-1.8%	-8%
Oc1ccc(/C=N/Nc2nn3cnnc3c3ccccc23)cc1	.	7%	i	0.7	-0.1%	-15	696	.	.	.	.	.
CCOc1cc(C2NN=C(c3ccccc3)S2)ccc1OCc1ccccc1Cl (stereo unspecified)	1.1	-2%	i	0.7	0.1%	.	.	-18%	1	-3	-1.6%	-36%
Cc1cc(=S)[nH]c2c(C)cccc12	1.2	7%	i	0.8	-0.3%	-3	771	-30%	16	24	-0.3%	-51%
O=C(NCC1CCCO1)C1C2C=CC3(CN(Cc4cccs4)C(=O)C13)O2 (stereo unspecified)	1.1	3%	i	3.7	5.7%	.	.	10%	-20	-12	0.2%	12%
CNC(=O)CC1C(=O)N(c2ccc(Cl)cc2)C(=S)N1CCc1ccc(OC)c(OC)c1 (stereo unspecified)	1.1	-1%	i	0.0	0.8%	-18	674	2%	-8	10	1.7%	1%
CCOC(=O)Cc1nc(-c2ccccc2)n[nH]1	0.8	-1%	i	0.2	-1.3%	.	.	-12%	-3	13	1.2%	-6%
CCN1CCN(CCCNC(=O)c2cc3sccc3n2CC)CC1	1.1	9%	i	1.1	-0.5%	-5	513	18%	2	5	.	17%
Cc1ccc(C)c(N(C(=O)Cc2cccs2)C(C(=O)NC2CCCC2)c2ccc(C)o2)c1 (stereo unspecified)	1.1	6%	i	1.0	0.3%	-5	682	12%	5	-4	-2.5%	12%
Cc1ccnn1CC(=O)N/N=C/c1c[nH]c2ccccc12	.	-1%	i	0.9	0.0%	17	675	.	.	.	.	.
CNC(=O)Cc1csc2ccc(C)cc12	.	-3%	i	0.7	-0.5%	-54	664	.	.	.	.	.
Nn1c(-c2ccco2)n[nH]c1=S	1.1	10%	i	2.5	-1.0%	.	.	-1%	-6	8	0.9%	14%
O=C(NC(=S)Nc1nc(-c2ccccc2)cs1)c1cccs1	0.9	6%	i	2.3	2.2%[50 µM]	-5	706	17%	8	16	-2.1%	0%
COCCNC(=S)N1C2CCC1CC(NC(=O)NC13CC4CC(CC(C4)C1)C3)C2 (stereo unspecified)	1.1	-5%	i	1.5	1.1%	.	.	6%	-4	-14	0.9%	11%
c1ccc2sc(N3CCOCC3)nc2c1	0.9	-1%	i	4.9	-0.5%	.	.	-4%	-6	6	2.1%	-4%
COc1c(S(=O)(=O)n2nc(C)cc2C)ccc(Cl)c1Cl	1	-7%	i	0.7	-0.1%	-5	806	19%	10	-5	-0.5%	11%
COc1ccc(NC(=O)/C(=C\c2cccnc2)NC(=O)c2cccs2)cc1	1.1	3%	i	1.0	1.0%[50 µM]	28	649	7%	-7	3	-1.7%	-3%
CCc1cccc(CC)c1N(COC)C(=O)Cn1c(CO)nc2ccccc21	1.1	-2%	i	1.0	0.1%	.	.	-6%	.	.	-1.5%	-8%
CC(=O)c1c(C)[nH]c(C(=O)N2CCN(C(=O)c3ccco3)CC2)c1C	1.1	9%	i	0.2	2.9%	4	686	8%	8	-15	3.7%	5%
COc1ccc(/C=N/NC(=O)c2nn(-c3ccc(Cl)cc3)c(=O)c3c(N)scc23)cc1	1	?	i	2.6	-0.5%	7	772	51%*	44	3	-4.5%	42%
CCOC(=O)C1(Cc2cccc(OC)c2)CCCN(S(=O)(=O)c2cccnc2)C1 (stereo unspecified)	1.1	8%	i	1.1	-0.1%	0	669	2%	-15	-3	0.1%	4%
CC1CC/C(=N/Nc2ccccc2)C(=O)N1 (stereo unspecified)	1.2	2%	i	0.3	3.0%[50 µM]	7	675	-66%	-4	11	8.8%	-87%
CC(=O)C1C(c2ccccc2)c2c(noc2C)CC1(C)O (stereo unspecified)	.	-4%	i	0.4	-1.6%	6	694	.	.	.	.	.
Cc1ccc(C2=NN=C(NC(=O)CSc3nc(C)cc(C)n3)SC2)cc1	0.8	0%	.	.	.	-17	618	-2%	51	-1	-0.1%	-44%
Cc1noc(C)c1COc1cccc(C(=O)OCC(=O)NCCN2C(=O)CSC2=O)c1	1.2	0%	i	0.7	0.8%	-13	695	-3%	-7	-2	2.1%	-4%
CC(=O)c1ccc(OCC(O)CN2C(C)CCCC2C)cc1 (stereo unspecified)	1.1	7%	i	3.6	0.6%	.	.	1%	14	10	-0.4%	-3%
COc1ccc(NC(=O)C2CC(=O)N(C)C(=Nc3ccc4c(c3)OCO4)S2)cc1 (stereo unspecified)	.	2%	i	2.2	3.5%	.	.	.	-6	-1	.	.
CC1CCCN(c2nc3nonc3nc2Nc2ccccc2F)C1 (stereo unspecified)	1.1	-7%	i	0.5	0.0%	8	759	2%	7	-2	-0.9%	0%
COC(=O)c1cc(OC)nc2ccc(Br)cc12	.	5%	i	0.0	0.0%	5	665	.	.	.	.	.

The listing continues:
SMILES	TNAP activators	M1AAP inhibition	Myeloid diff 2	Myeloid diff 2 GFP+ MAC1+ %	K1F lysis inhibition	Lipid droplet	Lipid droplet cells 6.5 µM	PMI inhibitors	WT yeast gro inh	WT yeast gro inh mutant strain	CSM14.1 death rescue	human PMI inhibitors
O=S(=O)(NC1c2cccc3cccc(c23)C1N1CCNCC1)c1ccccc1 (stereo unspecified)	1.1	-1%	i	0.4	0.3%	-9	627	16%	15	-3	-0.3%	18%
CCOC(=O)Oc1ccc2c(c1)C(C)=CC(C)(C)N2C(=O)OCC	1.1	20%	i	0.0	0.1%	-8	619	18%	-13	-3	.	13%
CCOC(=O)C(=CNc1ccccc1Cl)C(=O)OCC	.	-10%	i	0.9	0.2%	16	790	.	.	.	.	.
Cc1c(C(=O)NCCN2CCOCC2)oc2ccccc12	1.1	5%	i	1.0	0.2%	-22	653	4%	-15	-18	-0.7%	0%
CCOc1ccc2[nH]c(=O)c(CN(CCc3ccccc3)C(=O)N3CCOCC3)cc2c1	1	-1%	i	1.6	8.6%	.	.	2%	-12	1	4.4%	1%
O=C(/C=C/c1ccccc1Cl)N(c1ccccn1)C1CCCCC1	1.6	2%	i	0.0	6.1%	-30	665	15%	3	12	0.3%	0%

Screening results as filed in PubChem BioAssay.
